HttQ103 aggreg: qHTS Multiplex Assay to Identify Dual Action Probes in a Cell Model of Huntington: Aggregate Formation (GFP) | PC12 HttQ103-GFP aggregates, Acumen cytometry, 40 h | 220,000 tested, 1.1% active | Potency, µM (titrated, usually from 46.1 µM), for the others: at the highest dose activity change, negative = inhibition, usual class: inhibitors; further: potency means the concentration at half of the fitted maximal effect; on the % scale 0 is the no-effect control and ±100 the full control effect; nearly all actives have a fitted effect of over 60% in size
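Quantitative HTS on tebufenozide-induced (100 nM) PC12 cells stably expressing polyQ103 Huntingtin exon 1–GFP. Reduction of bright GFP aggregates, detected by laser scanning cytometry after lysis, identified actives across the titration.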
Lamin A splicing: qHTS Assay for Modulators of Lamin A Splicing. 200,000 tested, 0.01% active. HeLa LMNA splicing GFP/RFP minigene ratio, 48 h. AID 1487, 2009. Potency, µM (highest dose often 46.1 µM), inactives show at the top dose ratio change, negative = inhibition, actives largely listed as inhibitors; active means well fitted inhibition curve with a large enough effect in the signal ratio, with a control signal flat, not every such curve was filed as active; inconclusive means small, poorly fitted or top-dose-only effect, or effect the other way, or a change in a side signal; the % refers to the signal ratio; further: potency means the concentration at half of the fitted maximal effect; on the % scale 0 is the no-effect control and ±100 the full control effect
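S3 HeLa stable clones carrying a lamin A-EGFP splicing minigene plus DsRed2 were seeded at 600 cells/well in Opti-MEM with 2% FBS, pin-dosed and incubated 48 h at 37°C. Acumen cytometry (488 nm) gave the GFP/RFP total-intensity ratio.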
CBFb-RUNX1 inh: qHTS Assay for Compounds Blocking the Interaction Between CBF-beta and RUNX1 for the Treatment of Acute Myeloid Leukemia; Runt-related transcription factor 1 (Homo sapiens) + Core-binding factor subunit beta …; AlphaScreen CBFb-His/RUNX1-biotin binding, biochemical; Potency, µM (top dose mostly 59.8 µM), inactives show at the top dose activity, negative = inhibition, usual class: inhibitors; 230,000 tested, under 10 active; further: % of control where 0% means no effect
Target sequence (Q01196 whole entry, looked up): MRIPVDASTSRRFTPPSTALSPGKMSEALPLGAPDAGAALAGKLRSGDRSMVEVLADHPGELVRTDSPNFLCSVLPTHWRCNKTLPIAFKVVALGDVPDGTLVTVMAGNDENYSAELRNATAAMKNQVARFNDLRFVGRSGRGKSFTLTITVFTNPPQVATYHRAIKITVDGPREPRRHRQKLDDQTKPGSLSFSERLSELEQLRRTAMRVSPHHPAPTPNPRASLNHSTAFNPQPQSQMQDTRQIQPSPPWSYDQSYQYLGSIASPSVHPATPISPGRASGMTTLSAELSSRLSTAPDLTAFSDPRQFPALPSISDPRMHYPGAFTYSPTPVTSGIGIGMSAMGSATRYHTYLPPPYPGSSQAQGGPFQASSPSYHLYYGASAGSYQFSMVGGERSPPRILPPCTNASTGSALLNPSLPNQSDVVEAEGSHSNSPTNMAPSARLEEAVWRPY
Target sequence (Q13951 whole entry, looked up): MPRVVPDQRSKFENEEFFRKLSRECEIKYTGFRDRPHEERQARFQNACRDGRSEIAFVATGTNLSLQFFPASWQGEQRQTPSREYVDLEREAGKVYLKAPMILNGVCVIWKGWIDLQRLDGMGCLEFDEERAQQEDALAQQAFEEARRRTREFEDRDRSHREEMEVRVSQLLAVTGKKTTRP
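AlphaScreen binding: CBFb-His and RUNX1-biotin (30 nM each) preincubated 20 min, compound added for 15 min, then nickel and streptavidin beads for 90 min, all at room temperature. Disruption of the interaction by any mechanism counts as activity.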
SMN2 splice enh: qHTS Assay for Enhancers of SMN2 Splice Variant Expression | HEK293 SMN2-luciferase splicing reporter, luminescence, 30-36 h | Potency, µM (top dose mostly 46.1 µM), without a hit: at the highest dose activity change, positive = activation, usual class: activators | 210,000 tested, 2.8% active | AID 1458, 2008; further: potency means the concentration at half of the fitted maximal effect; % of control where 0% means no effect; nearly all actives have a fitted effect of over 55% in size
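HEK293 cells carry an SMN2 minigene-luciferase reporter in which exon 7 inclusion puts luciferase in frame. Cells were seeded at 2000 cells/well, attached for 10-12 hours, then exposed to compounds for 30-36 hours at 37C before ONE-Glo luminescence.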
IMPase Li cell: qHTS Assay for Identifying the Cell-Membrane Permeable IMPase Inhibitors: Potentiation with Lithium; CHO-M1 cells, IP1 TR-FRET (IP-One), carbachol + lithium; 210,000 tested, 0.35% active; Potency, µM (titrated, usually from 59.4 µM), for the others: top-dose activity, negative = IMPase inhibition, actives largely listed as inhibitors;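 further: IP1 builds up when IMPase is blocked and the TR-FRET signal falls; potency means the concentration at half of the fitted maximal effect; plate controls were basal vehicle for no effect and high inhibitor control for full effect; nearly all actives have a fitted effect of over 50% in size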
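Steps: plate 2000 CHO-M1 cells per well and culture 16–30 h; add compound and lithium; incubate 30 min, 37C; add d2-IP1 tracer and Eu cryptate anti-IP1 antibody in lysis buffer; read after 10 min at room temperature.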
HTT cytoprotect: qHTS Multiplex Assay to Identify Dual Action Probes in a Cell Model of Huntington: Cytoprotection (ATP); PC12 HTT-Q103 induced, cytoprotection, ATP luminescence, 40 h; Potency, µM (titrated, usually from 56.4 µM), inactives show cytoprotection (ATP increase), usual class: activators; 230,000 tested, 0.14% active; AID 1471, 2008;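 further: potency means the concentration at half of the fitted maximal effect; % of control where 0% means no effect; nearly all actives have a fitted effect of over 45% in size; toxic huntingtin expression switched on by the ecdysone agonist tebufenozide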
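Quantitative HTS on tebufenozide-induced (100 nM) PC12 cells expressing HTTQ103 exon 1–GFP; compounds tested as a concentration series; survival measured via cellular ATP.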
Luc counter: Counterscreen for Luciferase (Kinase-Glo TM) Inhibition; Luciferin 4-monooxygenase (Photuris pensylvanica), Q27757; Kinase-Glo luciferase, ATP luminescence, 8 min; Potency, µM (titrated, usually from 38.3 µM), for inactives: at the top dose activity change, negative = inhibition, most hits filed as inhibitors; 200,000 tested, 0.28% active; AID 1379, 2008; further: potency means the concentration at half of the fitted maximal effect; on the % scale 0 is the no-effect control and ±100 the full control effect; nearly all actives have a fitted effect of over 60% in size
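Inhibition of Kinase-Glo luciferase light generation was assessed at 10 uM ATP in pH 7.2 imidazole buffer, with luminescence measured after eight minutes at ambient temperature.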
Active calls of the source: *; ? = inconclusive; . = no result given; & = joins results of further samples; [ ] = another dose, or the depositor's remark. Unless noted, the call rests on the fitted dose curve; in most records, active means well fitted curve in the direction sought with a large enough effect; inconclusive means small, poorly fitted or top-dose-only effect, or another doubt; inactive means no such curve, though single readings can be large; an effect the other way counts as inactive or inconclusive.

SMILES	HttQ103 aggreg	Lamin A splicing	CBFb-RUNX1 inh	SMN2 splice enh	IMPase Li cell	HTT cytoprotect	Luc counter
Cc1ccc2nc(SCC(=O)N3CCN(C(=O)c4ccco4)CC3)[nH]c2c1	1%	-13%	0%	11%	5%	-15%[1.9 µM]	2%
CCCCOC(=O)Nc1ccccc1C(N)=O	-11%	11%	3%	-38%	-6%[38.3 µM]	-14%	0%
CCOC(=O)c1ccc(NC(=O)CN2C(=O)C(=O)N(CC(C)C)C2=O)cc1	1%[9.22 µM]	11%	2%	11%	20%[38.3 µM]	11%	2%
Cc1sc2nc(CSCC(=O)NC(C)(C)C)[nH]c(=O)c2c1C	10%	-5%[46 µM]	6%	-5%	1%	-13%	1%
COc1ccc(C2=NN(CN3C(=O)C(=O)c4ccccc43)C(c3ccc(C)cc3)C2)cc1 (configuration not stated)	-19%	-12%	-2%	2%	16%[38.3 µM]	-14%	-3%
Cc1cc2c(c(SCC(=O)Nc3ccc(C)c(C)c3)n1)C(=O)OC2	11%	?	-2%	-14%	-4%	-9%	1%
O=c1[nH]c2cc(Br)cnc2nc1/C=C(\O)c1ccc(F)cc1	1%	7%	4%	-17%	-14%[38.3 µM]	8%	-1%
COc1ccc(/C=C(\C#N)c2nc3ccc(C)cc3[nH]2)cc1Oc1ccc(C(F)(F)F)cc1[N+](=O)[O-]	9%	-6%	-1%	2%	-10%[38.3 µM]	-66%[inhibitor]	-2%
COc1ccc(N2CCN(C(c3ccc4ncccc4c3)c3nnnn3C(C)C)CC2)cc1 (configuration not stated)	-18%[9.22 µM]	.	-10%	.	.	0%[10 µM]	.
O=C1CC(c2ccsc2)c2ccc3ccccc3c2N1 (configuration not stated)	-5%[9.22 µM]	?	0%	.	-2%	12%[10 µM]	0%
COc1cc(NC(=O)c2ccc3c(c2)OCO3)ccc1NC(=O)c1cccs1	5%[9.22 µM]	.	6%	.	5%	-5%[10 µM]	-6%
CCOc1cc(C)c(S(=O)(=O)NC2CC(C)(C)NC(C)(C)C2)cc1C	-3%	-8%[46 µM]	6%	-15%	-2%	-51%[inhibitor]	0%

Some of these compounds in order of the IMPase Li cell value, low to high:
SMILES	IMPase Li cell
Cc1cc2c(c(SCC(=O)Nc3ccc(C)c(C)c3)n1)C(=O)OC2	-4%
O=C1CC(c2ccsc2)c2ccc3ccccc3c2N1 (configuration not stated)	-2%
Cc1sc2nc(CSCC(=O)NC(C)(C)C)[nH]c(=O)c2c1C	1%

(cont.)
SMILES	HttQ103 aggreg	Lamin A splicing	CBFb-RUNX1 inh	SMN2 splice enh	IMPase Li cell	HTT cytoprotect	Luc counter
O=C(CNC(=S)N(Cc1ccccc1)Cc1cccs1)NCc1ccc(F)cc1	?	.	3%	-11%	2%	-65%[inhibitor]	1%
COc1ccccc1/C=C/CN1CCN(Cc2ccc(F)cc2)C(CCO)C1 (configuration not stated)	8%	-4%[46 µM]	9%	.	4%	-35%[inhibitor]	1%
c1ccc(C2(Cn3ccc4ccccc43)OCCO2)cc1	3%	11%	23%	?	29%[38.3 µM]	24%	3%
COc1ccc(/C=C/c2c([N+](=O)[O-])c(=O)n(C)c(=O)n2C)cc1	-20%	.	-2%	.	-6%	?	.
CN(Cc1ccco1)c1nc(-c2ccccc2Cl)nc2ccccc12	.	?	.	-5%	9%	4%	0%
Cc1sc2nc(CN3CCCC3)nc(N3CCN(S(=O)(=O)c4cccs4)CC3)c2c1C	21%	-3%	?	.	.	-15%	.
CC(C)CCN1CC(C(=O)NCCC2=CCCCC2)CC1=O (configuration not stated)	-1%	-6%	5%	-6%	5%[38.3 µM]	-12%	1%
CCc1ccc(-c2ccc(SCC(=O)Nc3nnc(C)s3)nn2)cc1	10%	?	-23%	13µM*	4%	-147%	-5%
Cc1ccc(C)c(N2CCN(C(=O)c3cccn4c(=O)c5sccc5nc34)CC2)c1	-17%	.	8%	-17%	2%	-2%	0%
CCCCOc1ccc(C2=NNC(=O)CC2)cc1	8%	?	13%	-7%[1.84 µM]	2%	13%[10 µM]	-1%
O=C(/C=C/c1ccc(F)cc1)NCCCN1CCN(CCCNC(=O)/C=C/c2ccc(F)cc2)CC1	23%	0%	1%	-50%[inhibitor]	-1%	6%[10 µM]	0%
Cc1ccccc1CS(=O)(=O)Cc1ccc(C(=O)N2CCOCC2)o1	6%	7%	4%	-15%	-3%[38.3 µM]	-38%	2%

In the list so far, four contain two or more sulfur atoms:
SMILES	HttQ103 aggreg	Lamin A splicing	CBFb-RUNX1 inh	SMN2 splice enh	IMPase Li cell	HTT cytoprotect	Luc counter
Cc1sc2nc(CSCC(=O)NC(C)(C)C)[nH]c(=O)c2c1C	10%	-5%[46 µM]	6%	-5%	1%	-13%	1%
O=C(CNC(=S)N(Cc1ccccc1)Cc1cccs1)NCc1ccc(F)cc1	?	.	3%	-11%	2%	-65%[inhibitor]	1%
Cc1sc2nc(CN3CCCC3)nc(N3CCN(S(=O)(=O)c4cccs4)CC3)c2c1C	21%	-3%	?	.	.	-15%	.
CCc1ccc(-c2ccc(SCC(=O)Nc3nnc(C)s3)nn2)cc1	10%	?	-23%	13µM*	4%	-147%	-5%

Carrying on:
SMILES	HttQ103 aggreg	Lamin A splicing	CBFb-RUNX1 inh	SMN2 splice enh	IMPase Li cell	HTT cytoprotect	Luc counter
CC1CN(C(=O)CN2C(=O)c3ccccc3S2(=O)=O)CC(C)O1 (configuration not stated)	9%[9.22 µM]	12%	4%	7%	3%[38.3 µM]	10%	-2%
C[C@H]1CC[C@H]2C(=O)N3[C@H](c4cccc(N5CCCC5=O)c4)[C@@H](C)CC[C@H]3C(=O)N2[C@@H]1c1cccc(N2CCCC2=O)c1	9%	-8%	3%[2.36 µM]	-11%	4%	.	0%
Cc1ccc(C#N)c(SCc2nnc(-c3ccc(Cl)cc3)o2)n1	-9%	?	-4%	-82%[inhibitor]	-1%	.	2%
COc1ccc(CN2C(=O)CCC2(C)C(=O)NC2CCCCC2)c(OC)c1 (configuration not stated)	17%	-2%	-2%	-8%	-5%[38.3 µM]	-26%	-7%
CC(C)(C)c1cc(C(=O)O)n[nH]1	-3%[9.22 µM]	3%	-1%	-14%	-20%[38.3 µM]	-8%	2%
O=C1CCN(C(=O)CSc2ccc(Cl)cc2)N1	13%	-4%[9.22 µM]	4%	-12%	3%	-2%	1%
COc1cc(C(=O)N(Cc2ccc(N(C)C)cc2)C2CCS(=O)(=O)C2)cc(OC)c1OC (configuration not stated)	20%	5%	5%	-12%	13%[38.3 µM]	-19%[0.074 µM]	-2%
Cc1ccc(C(=O)N2CCC(C(N)=O)CC2)cc1C	-12%	12%	17%	0%	20%[38.3 µM]	-2%	-3%
COc1cc(C)nc(N2CCCC(C(=O)NC3CCC(C)CC3)C2)n1 (configuration not stated)	6%	6%	2%	?	12%[38.3 µM]	1%	3%
O=C(CN(Cc1ccccc1)S(=O)(=O)c1cccc(C(F)(F)F)c1)NC1CCCCC1	9%	1%	7%	-11%	13%	25%[10 µM]	-1%
Cc1cnc(C(=O)Oc2c(C)ccc(C)c2C)cn1	-2%	.	0%	3%	-3%	-16%	13%
COc1ccc2c(c1)CCc1cn3nc(C)cc3nc1-2	?	.	?	.	14%	-28%	2%
Cc1cc(N(C)/N=C/c2ccccc2)nc(-c2ccccc2O)n1	20%[9.22 µM]	-23%[9.22 µM]	6%	.	7%	15%[10 µM]	-1%
CC1c2ccsc2CCN1S(=O)(=O)c1ccccc1 (configuration not stated)	-6%[9.22 µM]	.	1%	.	.	-6%[10 µM]	.
Cc1cc(N2CCOCC2)nc2ccc(NC(=S)N3CCCCC3C)cc12 (configuration not stated)	-5%	-17%[9.22 µM]	-7%	-26%	8%	-21%	4%
c1cnc(N2CCN(c3cnccn3)CC2)nc1	-12%	.	7%	10%	-6%	-13%	-1%
Cc1nnc(SCC(=O)N(Cc2ccccc2)C(C)(C)C)[nH]c1=O	.	21%[46 µM]	1%	-5%	2%	.	2%
Cc1cc(C)cc(NC(=S)NC2CC3CCC(C2)N3Cc2ccco2)c1 (configuration not stated)	-22%	2%	0%	-6%	10%[38.3 µM]	-20%	4%
Cc1cc(C)n(Cc2ccc(C(=O)Nc3cccc(Br)c3)o2)n1	-9%	?	4%	0%	5%	.	0%
O=C(CSc1ncc(C(=O)O)n1-c1ccc(F)cc1)NCc1ccc2c(c1)OCO2	26%	.	7%	-41%[inhibitor]	0%	-1%[10 µM]	3%
CCOC(=O)c1sc(NC(=O)c2ccccc2C(=O)O)c(C(=O)OCC)c1C	11%[9.22 µM]	.	-6%	.	.	13%[10 µM]	.
C=CCNC(=O)c1ccc(OC)cc1	-10%[9.22 µM]	4%[46 µM]	2%	.	.	-3%[10 µM]	.
COc1cccc(NC(=S)N(CCCN2CCCC2)Cc2cccn2Cc2ccc(Cl)cc2)c1	?	8%[46 µM]	-8%	-52%[inhibitor]	1%	-69%[inhibitor]	0%
O=C(O)C1=C[C@H](c2csc3ccccc23)C[C@H](OCCCCO)O1	-6%[9.22 µM]	.	16%	.	-5%	1%[10 µM]	.
COC(=O)c1sccc1-c1ccc(C(=O)Nc2cccc(Cl)c2)o1	-4%	-3%	0%	?	-4%[38.3 µM]	-22%	3%
CC(=O)C1=C(C)N(Cc2ccccc2)C(=O)N[C@H]1CCc1ccccc1	15%	?	-7%&3%	14%&-46%	16%&9%	11%	-2%&-1%

Results in Luc counter and CBFb-RUNX1 inh, for 3 of the compounds above:
structure	Luc counter	CBFb-RUNX1 inh
Cc1nnc(SCC(=O)N(Cc2ccccc2)C(C)(C)C)[nH]c1=O	2%	1%
Cc1cc(C)cc(NC(=S)NC2CC3CCC(C2)N3Cc2ccco2)c1 (configuration not stated)	4%	0%
O=C(CSc1ncc(C(=O)O)n1-c1ccc(F)cc1)NCc1ccc2c(c1)OCO2	3%	7%
